From PubChem
tim23-1 inh: growth inhibitors of tim23-1 mutant yeast; inhibition, % at 20 µM; S. cerevisiae tim23-1 growth, BacTiter-Glo luminescence, 24 h; 1.3% of 330,000 active;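 active means growth inhibition of the mutant yeast at or above 50%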;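 further: temperature-sensitive mutant grown at 25 °C; plate controls were DMSO-treated mutant yeast for no effect and medium wells lacking yeast for full effect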
TIM10 inh: inhibits growth of TIM10 yeast strain; S. cerevisiae TIM10 strain growth, BacTiter-Glo luminescence, 24 h; AID 463195; 1.4% of 330,000 active; inhibition, % at 10 µM;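 active means inhibition of 40% or more at the single tested concentration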;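 further: wild-type TIM10 isogenic control strain grown at permissive 25 °C; 0% = DMSO yeast wells and 100% = minimal medium wells without yeast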
697 NFkB inh: lowers PMA/ionomycin-induced NF-kB signal in 697 B cells; 697 B-cell NF-kB luciferase reporter, 16 h; AID 435022; 0.33% of 330,000 active; inhibition, % at 4 µM; in the data active means inhibition above about 35%
Jurkat NFkB inh: lowers PMA/ionomycin-induced NF-kB signal in Jurkat cells; 0.53% of 330,000 active; inhibition, % at 4 µM; PMA/ionomycin-induced NF-kB luciferase reporter, luminescence; in the data active means inhibition above about 50%
UPR XBP1 act: adaptive UPR (XBP1) activation; CHO-XBP1 luciferase reporter, IRE1-XBP1 UPR activation, luminescence; percent of tunicamycin response, DMSO as zero; activation, % at 20 µM; 0.33% of 330,000 active;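 active means versus positive control, 20 µM dose yields 30% or more activation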;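 further: 100% = tunicamycin at 10 µg/mL and 0% = DMSO only wells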
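Material: CHO-XBP1 cells stably carrying IRE1-XBP1-driven luciferase reporter / Amount: 1000 cells per well / Compound: 20 µM, 1% DMSO / Times: 6 h treatment, 37 °C / Detection: luciferase luminescence / Measure: % activation of reporter signal versus tunicamycin and DMSO controls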
UPR CHOP act: activators of apoptotic arm of unfolded protein response (CHOP); 0.34% of 330,000 active; activation, % at 10 µM; AID 449763; CHO-CHOP luciferase reporter, UPR activation, luminescence; percent of tunicamycin response over DMSO baseline;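 active means at 10 µM dose, activation of 40% or more, normalized to positive control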;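 further: 100% = tunicamycin at 10 µg/mL and 0% = DMSO alone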
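Evaluation: % reporter activation, DMSO baseline versus tunicamycin full activation; System: CHO-CHOP luciferase reporter cell line; Input: 500 cells/well; Incubation: 6 h compound treatment, 37 °C; Measured by: Steady-Glo luciferase luminescence; Dosing: one dose, 10 µM in 0.5% DMSO; Buffer or medium: F12 medium, 10% FBS; Benchmarks: positive tunicamycin 10 µg/mL, negative DMSO alone.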
Mdm2-MdmX inh: human Mdm2/MdmX binding inhibition. SaOS-2 split-luciferase Mdm2/MdmX complementation, luminescence. inhibition, % at 8 µM. 3% of 330,000 active;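 active means inhibition of at least 50% at 8 µM in the primary screen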
Target sequence (O15151 whole entry, looked up): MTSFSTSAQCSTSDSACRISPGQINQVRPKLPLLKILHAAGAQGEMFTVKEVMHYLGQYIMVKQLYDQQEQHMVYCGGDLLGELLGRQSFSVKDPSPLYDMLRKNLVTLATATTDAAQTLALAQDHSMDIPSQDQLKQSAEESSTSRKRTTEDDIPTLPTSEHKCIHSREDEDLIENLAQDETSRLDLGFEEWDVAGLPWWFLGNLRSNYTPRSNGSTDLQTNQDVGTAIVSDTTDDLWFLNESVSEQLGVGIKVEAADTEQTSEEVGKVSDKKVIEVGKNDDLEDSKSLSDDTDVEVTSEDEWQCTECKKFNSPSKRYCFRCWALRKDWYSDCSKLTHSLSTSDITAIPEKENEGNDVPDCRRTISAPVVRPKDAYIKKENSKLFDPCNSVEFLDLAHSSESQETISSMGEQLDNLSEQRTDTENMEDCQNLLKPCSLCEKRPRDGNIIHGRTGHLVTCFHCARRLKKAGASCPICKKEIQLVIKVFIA
Target sequence (Q00987 whole entry, looked up): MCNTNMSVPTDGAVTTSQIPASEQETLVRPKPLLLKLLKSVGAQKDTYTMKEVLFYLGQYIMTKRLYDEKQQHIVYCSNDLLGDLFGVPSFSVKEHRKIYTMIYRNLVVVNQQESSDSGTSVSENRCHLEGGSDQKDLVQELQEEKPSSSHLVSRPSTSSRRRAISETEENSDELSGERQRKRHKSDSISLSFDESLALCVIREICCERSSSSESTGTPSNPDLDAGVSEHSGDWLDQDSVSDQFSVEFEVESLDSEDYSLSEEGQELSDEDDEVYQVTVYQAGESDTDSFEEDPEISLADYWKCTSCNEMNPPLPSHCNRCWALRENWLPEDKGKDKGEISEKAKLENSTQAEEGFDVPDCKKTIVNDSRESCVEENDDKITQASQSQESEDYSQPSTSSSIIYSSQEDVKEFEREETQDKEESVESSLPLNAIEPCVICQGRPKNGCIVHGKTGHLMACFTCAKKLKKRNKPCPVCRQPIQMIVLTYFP
tim10-1 inh: growth inhibitors of tim10-1 mutant yeast | S. cerevisiae tim10-1 ts strain growth, BacTiter-Glo, 24 h | inhibition, % at 20 µM | 2.2% of 330,000 active;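 active means inhibition of at least 40%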;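 further: mutant grown at 25 °C; 0% = DMSO wells with yeast and 100% = wells holding no yeast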
The depositor's hits bear a star.

SMILES	tim23-1 inh	TIM10 inh	697 NFkB inh	Jurkat NFkB inh	UPR XBP1 act	UPR CHOP act	Mdm2-MdmX inh	tim10-1 inh
COc1ccc(OC)c(Cc2nnc(CCC(=O)NC3C4CC5CC(C4)CC3C5)o2)c1 (stereo not drawn)	21	22	-5	12	0	0.2	-17	29
Cc1nc2c(Br)c(C)nn2c2c1CCC2	6	2	8	-2	1	0.0	12	48*
C=CCn1c(N)c(C(=O)OCC)sc1=S	6	-14	-7	-11	3	0.3	8	-7
COc1ccc(-n2c(CCc3ccccc3)nnc2SCC(=O)c2ccc(Cl)cc2)cc1	13	19	-4	-5	2	5.1	9	15
C[C@H](NC(N)=O)C(=O)Nc1ccc(OCc2ccccc2)cc1	14	-1	-50	-58	0	3.8	-8	15
Nc1nc(-c2c[nH]c3ccccc23)cs1	10	13	0	-10	1	1.4	-11	12
OC1(Cc2ccn[nH]2)CCCCC1	10	-24	5	-8	2	-0.5	2	12
CCOC(=O)[C@@H]1[C@H]2COc3ccc(Br)cc3[C@@H]2N2C(=O)N(c3ccccc3)C(=O)[C@]12C	13	6	-3	13	-2	-0.9	14	26
COC(=O)C[C@H]1c2cc(C(F)(F)F)ccc2S(=O)(=O)N1C1CCCC1	-15	-15	13	11	-1	0.7	2	-8
CN(C)N=Nc1ccc(S(=O)(=O)/N=C(\O)c2ccccc2)cc1	-6	-6	6	-1	-4	1.3	-5	-13
CCS(=O)(=O)NC(C)C(c1cccs1)N1CCN(C)CC1 (stereo not drawn)	3	-13	6	4	1	-1.2	7	-2
CCOC(=O)N/N=C(\C)c1ccc(-n2cnnn2)cc1	-10	-2	-30	-25	-1	0.2	-4	-22
Cc1cc(C(F)(F)F)n2[nH]c(=O)c(N=Nc3ccccc3)c2n1	21	-13	-9	-8	1	-0.6	3	-7
O=C(Nc1ccccc1C(=O)NCCc1ccc(O)cc1)c1ccco1	5	-4	15	3	12	-1.2	18	9
CC1CN(C(=O)C2CCCN2S(=O)(=O)c2ccc(Cl)cc2)CC(C)O1 (stereo not drawn)	7	-9	-1	16	-3	-2.1	28	-12
CCCC(=O)Nc1ccc(C(=O)Nc2nc(CC(=O)OCC)cs2)cc1	2	16	21	-2	-1	-0.4	-11	19
Cc1ccc(CSCCNC(=O)CN(c2cccc([N+](=O)[O-])c2)S(C)(=O)=O)cc1	2	19	3	12	-3	1.0	-13	18
CCC(=O)N1CCc2cc(S(=O)(=O)CCC(=O)N3CCN(c4ccccc4F)CC3)ccc21	22	10	10	7	1	1.4	9	22
O=C(CN1CCCC1)N1c2ccccc2Sc2ccccc21	6	-10	-4	-2	1	1.7	20	-5
CN(C(=O)COC(=O)Cn1cnc2ccccc21)C1CCCCC1	-6	-5	-3	8	-2	-0.3	19	-11
CC(C)c1ccc(NC(=O)N(CCc2nc3ccccc3[nH]2)C2CCCC2)cc1	13	26	-20	-1	-1	3.8	7	19
CCN(CC)S(=O)(=O)c1ccc(Cl)c(NC(=O)COC(=O)/C=C/c2cc(OC)c(OC)c(OC)c2)c1	-3	1	16	6	-1	-1.2	14	-2
Nc1ccc(Oc2ncccn2)cc1	-12	2	8	18	-1	0.4	26	6
CC1=CC(c2ccccc2)n2ncnc2N1 (stereo not drawn)	-11	-11	18	15	-1	1.0	20	7
Cc1ccc(Cn2cc(SCC(N)=O)c3ccccc32)cc1	-1	-12	7	14	-1	1.5	21	-8
Additional structures:
SMILES	tim23-1 inh	TIM10 inh	697 NFkB inh	Jurkat NFkB inh	UPR XBP1 act	UPR CHOP act	Mdm2-MdmX inh	tim10-1 inh
Cc1ccc(C2=NN(C(=O)CCC(=O)O)C(c3cccc([N+](=O)[O-])c3)C2)cc1 (stereo not drawn)	9	7	-7	3	-2	0.2	14	25
CCS(=O)(=O)N1Cc2ccccc2CC1C(=O)Nc1nc2ccccc2s1 (stereo not drawn)	25	9	-215	-136	-2	0.1	59*	25
COc1ccc(-c2noc(CSc3nnc(Cc4ccccc4)n3-c3cccc(C)c3)n2)cc1OC	20	21	-2	2	-4	4.0	18	28
CCOC(=O)C(CC)n1cnc2c(nnn2-c2ccccc2)c1=O (stereo not drawn)	-8	-9	9	-3	-2	2.9	6	-4
COc1cc(-c2nc3ccc4ccccc4c3c3c2CCC3)cc(OC)c1OC	4	18	-12	-16	-2	0.5	62*	28
Cc1cc(Cl)ccc1NC(=S)NC(C)(C)C	7	-13	-13	-8	1	-1.0	23	-17
Cc1ccc(N2C(=O)[C@@H]3Cc4ccccc4CN3C2=O)cc1	26	13	-39	-24	3	0.3	-18	1
O=C(/C(=C/c1ccccc1Cl)c1ccccc1)N1CCOCC1	18	3	-11	-15	2	-2.9	-12	22
CC1CCCC(C)N1CCCNC(=O)C1CCCN(c2ncnc3c2nc2n3CCCCC2)C1 (stereo not drawn)	1	2	-8	-17	-4	0.0	5	1
CC(OC(=O)c1ccc(Cl)c(S(=O)(=O)N2CCOCC2)c1)C(=O)Nc1ccc(S(N)(=O)=O)cc1 (stereo not drawn)	11	-6	-2	5	-3	1.6	14	6
CCCOc1ccc(-c2c(C(=O)N/N=C/C3CCCCC3)nnn2-c2nonc2N)cc1	14	2	-5	6	1	-1.3	10	24
Cc1ccc(C)c(NC2=NCC(=O)N2C2CCCCC2)c1	-7	-7	-36	-10	2	2.3	-6	10
Cc1ccc2nc(C)cc(N/N=C/c3cccnc3)c2c1	14	7	-6	-14	1	-1.9	26	22
CC1=C(C(=O)Nc2ccccn2)C(c2ccc(F)cc2)n2ncnc2N1 (stereo not drawn)	14	3	-13	-8	-2	-2.5	18	-19
CN(C(=O)NC(=O)C1=C(N2CCOCC2)/C(=C/c2ccccc2)CC1)S(C)(=O)=O	27	2	-9	-1	-1	1.4	3	17
COc1ccc(OC)c(S(=O)(=O)N2CCC(C(=O)Nc3cc(C)ccc3C)CC2)c1	8	-1	-17	27	-3	0.0	-1	-8
O=C(NCCSc1ccccc1)c1ccccc1Cl	11	-4	-77	-82	1	2.7	-117	8
O=C(Nc1ccc(NC(=O)c2ccccn2)cc1)C(=O)Nc1ccc2c(c1)OCCO2	-1	-24	14	3	-2	0.5	41	9
COc1ccc(C(=O)N2CCN(C3CCN(Cc4ccccc4)CC3)CC2)cc1OC	13	-12	4	-9	2	-0.9	0	3
COc1ccc2c(c1)NC1(O)c3ccccc3C(=O)C21O (stereo not drawn)	21	-2	-1	2	-3	-1.3	12	-1
Cc1cccc(N(C(=O)Nc2ccccc2)C2=NCC(C)S2)c1 (stereo not drawn)	19	14	-12	-11	-1	3.8	-11	-1
COc1ccc(CN(C)S(=O)(=O)c2nnc(NC(=O)c3ccccc3Br)s2)cc1	14	20	2	15	-3	1.1	-2	20
O=C(NCc1ccncc1)c1ccc(Br)o1	4	0	17	2	-1	2.2	-8	7
COc1ccc(-c2nc3ccccc3o2)cc1NC(=O)CSc1ccc(Cl)cc1	-11	-10	-60	-31	-1	0.2	-3	5
CCN(CC)C(=O)c1ccc(S(=O)(=O)Cc2ccc(C)cc2)c([N+](=O)[O-])c1	35	18	40*	7	-1	-0.1	30	24

Of the compounds above, these contain an NH in an aromatic ring:
SMILES	tim23-1 inh	TIM10 inh	697 NFkB inh	Jurkat NFkB inh	UPR XBP1 act	UPR CHOP act	Mdm2-MdmX inh	tim10-1 inh
Nc1nc(-c2c[nH]c3ccccc23)cs1	10	13	0	-10	1	1.4	-11	12
OC1(Cc2ccn[nH]2)CCCCC1	10	-24	5	-8	2	-0.5	2	12
Cc1cc(C(F)(F)F)n2[nH]c(=O)c(N=Nc3ccccc3)c2n1	21	-13	-9	-8	1	-0.6	3	-7
CC(C)c1ccc(NC(=O)N(CCc2nc3ccccc3[nH]2)C2CCCC2)cc1	13	26	-20	-1	-1	3.8	7	19

Remaining list, next part
SMILES	tim23-1 inh	TIM10 inh	697 NFkB inh	Jurkat NFkB inh	UPR XBP1 act	UPR CHOP act	Mdm2-MdmX inh	tim10-1 inh
COc1ccc(S(=O)(=O)N(C)C[C@H]2Oc3ccc(NC(=O)Nc4ccccc4)cc3C(=O)N([C@H](C)CO)C[C@@H]2C)cc1	13	-2	14	8	-3	0.6	20	2
COc1cccc(C2C(C(=O)c3sc(C)nc3C)=C(O)C(=O)N2CCN2CCOCC2)c1 (stereo not drawn)	-7	4	6	7	-2	1.2	2	-13
CC1CN(S(=O)(=O)c2ccc(NC(=O)c3cc(-c4ccccc4O)n[nH]3)cc2)CC(C)O1 (stereo not drawn)	-7	10	-30	9	3	1.6	58*	2
COc1ccc(C=NNc2ccc(S(=O)(=O)Nc3ccccc3C(=O)O)cc2[N+](=O)[O-])c(OC)c1	-1	16	6	14	5	-0.1	15	-4
CCN1CCc2c(OCC(=O)N3CCc4ccccc43)cccc2C1=O	17	-6	9	-7	3	0.2	0	17
COc1ccc(C(C(=O)NC(C)(C)C)N(CCc2ccc(OC)c(OC)c2)C(=O)CCC(=O)Nc2cc(C)on2)cc1 (stereo not drawn)	-1	11	11	1	3	1.3	13	-14
COc1ccc(NS(=O)(=O)c2cccc(C(=O)NNC(=O)c3ccc(C)o3)c2)cc1	15	9	11	4	-2	0.5	-5	15
Cc1ccc(OCC(=O)Nc2cccc(C)n2)c(C)c1	14	8	-28	-109	5	9.0	-119	29
N#Cc1ccc(Cl)cc1NC(=O)COC(=O)c1ccc2c(c1)OCCO2	3	-3	-27	-21	-1	1.1	-61	5
O=C(Cn1nnc(-c2cccs2)n1)N1CCc2ccccc2C1	9	18	17	5	2	1.3	-31	21
O=C(O)CCCCCN1C(=O)C(O)=C(C(=O)/C=C/c2ccccc2)C1c1cccc([N+](=O)[O-])c1 (stereo not drawn)	-14	-9	3	5	-1	1.4	-1	-18
CCOC(=O)COc1cc(Br)c(/C=N/Nc2ccccc2)cc1OC	23	11	7	16	-2	0.1	2	10
CCOC(=O)C1CCN(c2c(-c3ccccc3)c3cc(Cl)ccc3[nH]c2=O)CC1	1	-2	12	-1	-3	0.5	8	0
COCC(=O)N(Cc1cc2cc(C)ccc2[nH]c1=O)c1ccccc1	-3	-6	10	-25	-1	0.7	13	3
CCn1cc(C2=NOC(C(=O)Nc3cc(C)nn3-c3ccccc3)C2)c(C)n1 (stereo not drawn)	18	2	10	9	-2	0.5	10	5
CC(C)(C)OC(=O)NCc1ccc(CNC(=O)c2[nH]cnc2C(=O)NC2CCN(C(=O)OC(C)(C)C)CC2)cc1	15	6	-25	4	-2	0.6	28	16
COc1cc(C(=O)Nc2ccc3c(c2)Cc2cc(NC(=O)c4cc(OC)c(OC)c(OC)c4)ccc2-3)cc(OC)c1OC	-10	-10	4	1	-4	2.3	45	-11
CCOC(=O)C1CCCN(C(=O)CCn2nnnc2CN2CCOCC2)C1 (stereo not drawn)	9	0	-19	-10	0	-0.8	-2	33
N#C/C(=C1\C(=O)Nc2c(Cl)cc(Cl)cc21)c1nnc2n1CCCCC2	25	9	14	-7	-3	4.2	39	12
Cc1ncc([N+](=O)[O-])n1CC(=O)Nc1ccc(OC(F)(F)Cl)cc1	10	-13	-4	-17	-2	-1.3	-10	17
COc1ccc(Nc2nc(N3CCOCC3)nc(N3CCOCC3)n2)c(OC)c1	12	-8	10	-16	-2	-3.2	21	-2
CCOc1ccc(S(=O)(=O)N2CCCC(C(=O)NCc3ccccn3)C2)cc1Cl (stereo not drawn)	27	26	-4	3	-3	-1.3	-6	21
Oc1ccc(/C=N/Nc2cccc(Cl)n2)c(O)c1	56*	4	-55	-92	7	5.1	-90	-49
Cc1[nH]nc2nc(SCC(=O)NCCC3=CCCCC3)n(-c3ccc(Br)cc3)c(=N)c12	5	19	-23	20	23	5.0	91*	5
COc1ccc(C(=O)NC2CCN(CC(=O)NC3CCCCC3)CC2)cc1	-5	2	12	7	-3	0.6	9	-19
O=C(N/N=C/C=C\c1ccccc1)c1cnccn1	0	-14	-9	4	0	1.6	4	-7
